TMEM16A inh: mouse TMEM16A channel inhibition, primary screen; Q8BHY3; HEK293 TMEM16A/YFP iodide influx fluorescence, ionomycin; normalized B-score (activity score, 25-100; higher = stronger inhibition) at 10 µM; 310,000 compounds, 1.2% hits;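 active means ratio plate-corrected score three or more library SD toward inhibition, starting fluorescence score within five deviations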;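 further: score derived from kinetic fluorescence span divided by baseline fluorescence per well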
KCNQ1 block: human KCNQ1 channel inhibition | P51787 | CHO-K1 KCNQ1, FluxOR thallium flux fluorescence; hits give high values | B-score at 10 µM | 310,000 compounds, 1.3% hits;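 active means compounds whose thallium flux B-score, printed positive for inhibition, exceeds three library SD while starting fluorescence stays within three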;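 further: channel opened by potassium depolarization with thallium stimulus after 20 min compound exposure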
RGS4 inh: human RGS4 inhibition; P49798; HEK293 M3R/RGS4 inducible, Fluo-4 calcium flux; hits give high values; triggered by carbachol at its EC20; B-score at 10 µM; 310,000 compounds, 0.45% hits; AID 463165;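 active means B-score, a plate-corrected calcium signal, over three deviations above library mean, with baseline fluorescence within five deviations of library mean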;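 further: RGS4 expression induced by doxycycline in cells with stable M3 receptor; B-score is computed from the integrated fluorescence ratio over baseline after carbachol; higher B-score means a larger calcium signal and so more RGS4 inhibition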
Target sequence (P49798 whole entry, looked up): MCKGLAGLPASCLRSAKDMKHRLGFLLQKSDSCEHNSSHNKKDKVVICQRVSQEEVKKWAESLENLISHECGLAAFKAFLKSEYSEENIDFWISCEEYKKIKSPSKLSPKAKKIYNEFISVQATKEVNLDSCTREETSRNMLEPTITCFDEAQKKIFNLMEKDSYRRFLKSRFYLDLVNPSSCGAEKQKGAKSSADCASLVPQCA
hERG rescue: shields human hERG channel from block by proarrhythmic agents | activation (rescue from dofetilide block), less the hit threshold, % at 10 µM | 310,000 compounds, 0.51% hits | Q12809 | CHO-hERG, FluxOR thallium flux, dofetilide IC70 present | AID 1511;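 active means activation above the mean of controls blocked by dofetilide plus 5 SD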;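 further: thallium influx through hERG after potassium depolarization seen as dye fluorescence rise; in these data hits start at about 4.7%; inactives centre near -7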
KCNK3 inh: human KCNK3 channel inhibition, primary screen | 340,000 compounds, 0.84% hits | O14649 | CHO-KCNK3 thallium flux, FluxOR fluorescence; hits give low values | B-score at 10 µM;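 active means B-score under library mean minus 4 SD, starting fluorescence ratio at most library mean plus 5 SD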;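 further: more negative B-score means stronger inhibition of thallium flux through KCNK3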
KCNK9 inh: inhibitors of human KCNK9 two-pore domain potassium channel | 310,000 compounds, 1.2% hits | Q9NPC2 | HEK293 KCNK9, FluxOR thallium flux fluorescence; hits give low values | B-score at 10 µM | AID 488922;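 active means ratio B-score over 3 SD below the library mean, with starting fluorescence within 5 SD of its mean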;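 further: negative B-score means less thallium flux so channel inhibition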
Target sequence (Q9NPC2 whole entry, looked up, the tested form may be a part): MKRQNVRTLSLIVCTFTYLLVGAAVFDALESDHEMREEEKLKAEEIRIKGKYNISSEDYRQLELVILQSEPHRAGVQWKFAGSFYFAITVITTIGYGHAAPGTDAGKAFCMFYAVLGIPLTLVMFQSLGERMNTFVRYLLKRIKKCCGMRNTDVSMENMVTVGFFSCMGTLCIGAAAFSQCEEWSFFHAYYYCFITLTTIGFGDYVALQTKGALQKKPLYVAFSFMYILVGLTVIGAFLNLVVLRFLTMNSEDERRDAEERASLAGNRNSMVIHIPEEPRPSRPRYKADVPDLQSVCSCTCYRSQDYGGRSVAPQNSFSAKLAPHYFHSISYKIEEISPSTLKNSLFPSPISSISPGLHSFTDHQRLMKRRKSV
HDAC3 inh: human HDAC3 inhibition; inhibition, % at 8.3 µM; recombinant HDAC3, fluorogenic peptide/trypsin coupled, fluorescence; 320,000 compounds, 0.15% hits; in the data active means inhibition above about 26%, passing the limit was not always enough; inconclusive means no clear call, values can overlap the other calls
Target sequence (O15379 whole entry, looked up): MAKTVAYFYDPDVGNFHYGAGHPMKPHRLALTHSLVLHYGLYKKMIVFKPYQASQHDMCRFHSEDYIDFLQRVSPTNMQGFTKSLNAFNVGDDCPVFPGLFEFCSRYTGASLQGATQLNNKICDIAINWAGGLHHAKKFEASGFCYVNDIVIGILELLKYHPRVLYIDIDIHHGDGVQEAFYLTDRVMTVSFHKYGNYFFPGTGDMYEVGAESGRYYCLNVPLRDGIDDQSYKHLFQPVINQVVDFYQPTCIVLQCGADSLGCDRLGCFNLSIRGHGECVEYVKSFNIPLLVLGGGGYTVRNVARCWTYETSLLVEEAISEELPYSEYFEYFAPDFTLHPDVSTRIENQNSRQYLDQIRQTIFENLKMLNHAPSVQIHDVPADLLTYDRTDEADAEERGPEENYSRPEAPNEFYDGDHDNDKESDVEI
TMEM16A act: activates or potentiates the mouse TMEM16A chloride channel; HEK293 TMEM16A/YFP-H148Q/I152L, iodide quench fluorescence; hits give low values; 340,000 compounds, 0.3% hits; B-score at 10 µM;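 active means fluorescence-ratio B-score plate-corrected deviation score at least 3 library SD below zero, with starting fluorescence score within 5 deviations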;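 further: channel opened by trigger with iodide after compound preincubation; score built on the fluorescence ratio of max minus min over baseline; more negative score means more quench and so TMEM16A activation or potentiation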
KCNQ1 pot: potentiates or activates the human KCNQ1 potassium channel | CHO-K1 KCNQ1, thallium flux FluxOR fluorescence; hits give high values | B-score at 10 µM | 310,000 compounds, 0.35% hits | AID 2648;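 active means fluorescence ratio B-score, a plate-corrected score, at least three library SD, with initial intensity B-score within 5 SD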
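Doses: Single concentration per compound, DMSO matched to controls | Test system: KCNQ1-transfected CHO-K1 cells | Timing: 90 min dye loading and 20 min compound exposure, both at room temperature | Measured by: Kinetic FluxOR thallium fluorescence, 10-s 1-Hz baseline, 110-s post-stimulus read | Medium: Assay buffer with matched DMSO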
SKKanGAS inh: inhibitors of SKKanGAS S. pyogenes growth in kanamycin (SK-promoter or general growth effect); BacTiter-Glo, 6 h; inhibition, % at 7.5 µM; 300,000 compounds, 1.3% hits; AID 1662;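 active means mean replicate score, as percent of positive control median, at least 50; inconclusive means mean below 50 but one replicate at or above 50; inactive means mean and every replicate below 50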;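 further: strain carries kanamycin resistance gene driven by streptokinase promoter and grows in 40 µg/ml kanamycin; loss of luminescence reflects streptokinase promoter inhibition or plain growth inhibition; 0% = median of DMSO wells and 100% = positive control at its reference dose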
RGS4 pot: RGS4 potentiation or activation; HEK293 M3R/inducible RGS4, carbachol calcium flux Fluo4; hits give low values; B-score at 10 µM; 310,000 compounds, 0.92% hits;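 active means B-score of the integrated calcium signal more than 4 SD below the library mean, with starting fluorescence not abnormally high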;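 further: negative B-score means reduced calcium response which marks RGS4 activation or potentiation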
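test system = HEK293 cells with stable M3R and inducible RGS4 | schedule = recording 10 s baseline at 1 Hz, 100 s post-agonist | technique = Fluo4-AM (2 µM) calcium-flux fluorescence, kinetic read | measure = Agonist-evoked peak-minus-minimum fluorescence over baseline, integrated ratio, B score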
* = called active by the depositor; i = inactive; ? = inconclusive; nt = not tested or not shown.

Value order: TMEM16A inh	KCNQ1 block	RGS4 inh	hERG rescue	KCNK3 inh	KCNK9 inh	HDAC3 inh	TMEM16A act	KCNQ1 pot	SKKanGAS inh	RGS4 pot
CC(=O)NC(C)(C)C1CC=C(C)/C(=N\O)C1 (stereo not given)
 : i	i	i	-9	i	i	-4	i	i	-5	i
CC(Sc1nncn1C)C(=O)Nc1nnc(-c2ccccc2)s1 (stereo not given)
 : i	i	i	-7	i	i	4	i	i	-2	i
CSC1=N/C(=C/c2cccnc2)C(=O)N1Cc1ccccc1
 : i	i	i	-7	i	i	-6	i	i	40	i
CN(CC(=O)NCc1ccncc1)S(=O)(=O)c1ccc(Cl)cc1
 : i	i	i	-16	i	i	-4	i	i	-7	i
Clc1ccc(OCCSc2ncccn2)cc1
 : i	i	i	-10	i	i	-2	i	i	0	i
CCOc1ccc(CNC(=O)C2CCN(c3nnc(C)c4c(C)n(-c5ccc(C)cc5)nc34)CC2)cc1
 : i	i	i	-2	i	i	6	i	i	5	i
Cc1ccccc1N1CC(C(=O)Nc2nnc(SCCN3CCOCC3)s2)CC1=O (stereo not given)
 : i	i	i	-6	i	i	-4	i	i	5	i
CCOc1ccc(N2C(=O)CC(N(C)Cc3ccccc3)C2=O)cc1 (stereo not given)
 : i	i	i	-1	i	i	3	i	i	-2	i
COc1ccccc1C(=O)N/N=C/c1ccc2c(c1)OCO2
 : i	i	i	-5	i	i	5	i	i	-2	i
COc1ccccc1N1CCN(C(=O)c2sc3ncn(CC(=O)N4CCC(C)CC4)c(=O)c3c2C)CC1
 : i	i	i	-14	i	i	4	i	i	1	i
Cc1ccc(S(=O)(=O)NNC(=S)Nc2cccc(F)c2)cc1
 : i	i	i	-6	i	i	-2	i	i	-2	i
COc1ccc(NC(=O)OCCN2CCN(Cc3ccccc3)CCC2=O)cc1
 : i	i	i	-9	i	i	-1	i	i	-6	i
O=C(CC1Nc2ccccc2NC1=O)NCC1COc2ccccc2O1 (stereo not given)
 : i	i	i	-11	i	i	-4	i	i	7	i
CC(C(=O)OCC(=O)Nc1cccc(S(=O)(=O)N(C)C)c1)N1C(=O)c2ccccc2C1=O (stereo not given)
 : i	i	i	-2	i	i	nt	i	i	-2	i
COC(=O)c1c(NC(=O)CN2CCC(C(N)=O)CC2)c2c(C)cccc2n1C
 : i	i	i	-6	i	i	11	i	i	-1	i
O=C(CN(C(=O)c1ccc(Cl)cc1Cl)N1C(=O)C2C3C=CC(C3)C2C1=O)c1ccc(F)cc1 (stereo not given)
 : i	i	i	-11	i	i	?	i	i	3	i
O=C1CC(=O)Nc2cc(S(=O)(=O)N3CCN(c4cccc(C(F)(F)F)c4)CC3)ccc2N1
 : i	i	i	-10	i	i	5	i	i	-24	i
COc1cccc(-n2nnnc2SCC(=O)Nc2ccc(OC)cc2OC)c1
 : i	i	i	-2	i	i	-9	i	i	14	i
Cn1ccc(=S)c2ccccc21
 : i	i	i	-10	i	i	4	i	i	-4	i
C/C(=N\Nc1cccc(Cl)c1)c1ccncc1
 : i	i	i	-15	i	i	1	i	i	-4	i
CCCNC(=S)N1CCC(NC(=O)c2ccc(OC)cc2)CC1
 : i	i	i	-11	i	i	-4	i	i	4	i
O=C(Nc1ccc(S(=O)(=O)NCC2CCCO2)cc1)C1CC(=O)N(c2ccccc2)C1 (stereo not given)
 : i	i	i	-5	i	i	2	i	i	-1	i
COc1ccccc1-n1cc(C(=O)N2CCCC(CO)(Cc3ccccc3C)C2)cn1 (stereo not given)
 : i	i	i	-4	i	i	2	i	i	5	i
CS(=O)(=O)N(CC(=O)NC1CCCCC1)c1cccc(F)c1
 : i	i	i	-6	i	i	1	i	i	-3	i
COC(=O)C1CSc2[nH]c(=O)sc2C1c1ccc(O)c(OC)c1 (stereo not given)
 : i	i	i	-2	i	i	-13	i	i	-7	i
O=C(CN1/C(=C(/O)c2ccccc2)C(=O)c2ccccc2S1(=O)=O)c1ccccc1
 : i	i	i	-1	i	i	3	i	i	15	i
C/C(=N/NC(=O)CSc1nc2ccccc2n1C)c1ccco1
 : i	i	i	-4	i	i	3	i	i	-4	i
OCC(O)CNC(=S)NC1CCCCC1 (stereo not given)
 : i	i	i	-15	i	i	6	i	i	nt	i
O=S(=O)(c1ccccc1)N1CCc2ccccc2C1
 : i	i	i	-9	i	i	-1	i	i	6	i
OC(CN1CC=C(/C=C/c2ccc(Br)cc2)CC1)c1ccccc1 (stereo not given)
 : i	i	i	-10	i	i	-12	i	i	8	i
N/C(=N\N=C\c1ccc(Br)o1)c1nonc1N
 : i	i	i	-10	i	i	4	i	i	-2	i
CCOc1ccc2c(c1)C(c1ccccc1)=NNC(c1ccccc1)=N2
 : i	i	i	-7	i	i	2	i	i	-5	i
CCn1cc(C(=O)O)c(=O)c2cc(F)c(N3CCN(C(=S)NC(=O)c4cccc(F)c4)CC3)cc21
 : i	i	i	-9	i	i	-3	i	i	19	i
C=CCNC(=S)N/N=C/c1ccc(C)cc1C
 : i	i	i	-11	i	i	-5	i	i	-8	i
CC(C)(C)c1cc(-c2csc(Nc3ccccc3)[n+]2Cc2ccc(C(=O)O)cc2)cc(C(C)(C)C)c1O
 : 100*	i	i	-10	i	i	0	i	15*	115*	-11*
Cn1c(=O)n(C)c2cc([N+](=O)[O-])c(N3CCN(S(C)(=O)=O)CC3)cc21
 : i	i	i	-7	i	i	-4	i	i	5	i
COc1cc(C(=O)NCC(=O)OCc2cc(=O)oc3c(C)c(C)ccc23)cc(OC)c1OC
 : i	i	i	-16	i	i	1	i	i	8	i
Cc1cccn2c(NC(=O)c3ccccc3F)c(-c3ccccc3)nc12
 : i	i	i	-2	i	i	-3	i	i	-4	i
CC(=O)Nc1ccc(S(=O)(=O)NCc2csc(-c3cccnc3)n2)cc1
 : i	i	i	-5	i	i	1	i	i	-9	i
c1ccc(N2CCN(c3ncnc4c3oc3ccccc34)CC2)cc1
 : i	i	i	-8	i	i	-1	i	i	0	i
COc1ccc(N(C(=O)c2ccccc2C)S(=O)(=O)c2cccs2)cc1
 : i	i	i	-5	i	i	nt	i	i	-4	i
CC(=O)Nc1ccc(S(=O)(=O)N2CCN(C(=O)N3CCCC3)CC2)cc1
 : i	i	i	2	i	i	1	i	i	-2	i
Cn1c(=O)oc2cc(S(=O)(=O)N3CCC(C(=O)NCc4cccs4)CC3)ccc21
 : i	i	i	-8	i	i	-5	i	i	-4	i
O=C(c1ccco1)n1nc(-c2ccccc2)nc1SCc1ccccc1
 : i	i	i	-7	i	i	4	i	i	4	i
CCCCn1c(N)c(N(CC(C)C)C(=O)CN2C(=O)C3CCCCC3C2=O)c(=O)[nH]c1=O (stereo not given)
 : i	i	i	-4	i	i	4	i	i	-1	i
O=C1NC(=Nc2ccccc2)CS1
 : i	i	i	-7	i	i	-6	i	i	17	i
O=C(Nc1cccc(OC(F)(F)F)c1)c1ccc(Br)o1
 : i	i	i	-15	-9.6*	-10*	10	i	i	-4	i
COCCn1c(C)cc(/C=C2/NC(=O)N(c3ccc(Cl)cc3)C2=O)c1C
 : i	i	i	-3	i	i	-2	i	i	6	i
COCCNC(=O)CSc1nnc(CCCN2C(=O)c3cccc4cccc(c34)C2=O)n1-c1ccccc1
 : i	i	i	-6	i	i	-1	i	i	1	i
CN1CCN(C(=O)CCCOc2cc(=O)n(C)c3ccccc23)CC1
 : i	i	i	-5	i	i	0	i	i	-7	i
CN(C)c1ccc(C2C=C(c3ccc(Cl)cc3OC(F)F)Nc3ncnn32)cc1 (stereo not given)
 : i	i	i	-10	i	i	12	i	i	87*	i
Cc1nnc(SCC(=O)N2CCC(C(=O)Nc3nccs3)CC2)n1Cc1ccccc1
 : nt	i	i	-11	i	i	nt	i	i	1	i
C=CCc1c(C)nc(SCC(N)=O)[nH]c1=O
 : i	i	i	-15	i	i	5	i	i	-4	i
CCOc1cc(CN2CCCC(N3CCc4ccccc4C3)C2)ccc1O (stereo not given)
 : i	i	i	0	i	i	-6	i	i	-3	i
Nc1nnnn1/N=C/c1ccccc1OCc1ccc(Cl)cc1Cl
 : i	i	i	-10	i	i	-4	i	i	-16	i
CCOc1cc(C#N)ccc1OCC(=O)N1CCc2ccccc2C1
 : i	i	i	-9	i	i	12	i	i	-3	i
Clc1ccc(SCCOCCN2CCOCC2)cc1
 : i	i	i	0	i	i	-8	i	i	5	i
CCn1c(=O)cc(SCC(=O)N2CCN(C)CC2)c2ccccc21
 : i	i	i	-11	i	i	2	i	i	-10	i
O=C(COC(=O)c1ccc(Br)o1)NCCCc1ccccc1
 : i	i	i	-9	i	i	-1	i	i	1	i
O=C(NC1CCCCC1)N1CCCC(CNS(=O)(=O)Cc2ccccc2)C1 (stereo not given)
 : i	i	i	-16	i	i	-1	i	i	12	i

More structures follow.
Value order: TMEM16A inh	KCNQ1 block	RGS4 inh	hERG rescue	KCNK3 inh	KCNK9 inh	HDAC3 inh	TMEM16A act	KCNQ1 pot	SKKanGAS inh	RGS4 pot
O=C(C1CCN(S(=O)(=O)c2cccc3cccnc23)CC1)N1CCN(C2CCCC2)CC1
 : i	i	i	-3	i	i	2	i	i	2	i
O=c1c(Cc2ccccc2)c(O)ccn1C1CCCCCCC1
 : i	i	i	-16	i	i	4	i	i	5	i
C/C(=N\N1CCN(Cc2ccccc2Cl)CC1)c1ccc([N+](=O)[O-])cc1
 : i	i	i	-7	i	i	5	i	i	5	i
Cc1ccc(C)c2[nH]c(=O)c(C(c3nnnn3Cc3ccco3)N3CCc4ccccc4C3)cc12 (stereo not given)
 : i	i	i	-15	i	i	3	i	i	3	i
CCCS(=O)(=O)N1CCN(c2cc3c(cc2[N+](=O)[O-])n(C)c(=O)n3C)CC1
 : i	i	i	-10	i	i	6	i	i	3	i
CSc1nnc(-c2sc3cc(C(F)(F)F)cnc3c2-c2ccccn2)n1C
 : i	i	i	-11	i	i	-2	i	i	0	i
Cc1ccc(C(=O)C2=C(O)C(=O)N(c3ncccn3)C2c2ccccc2F)o1 (stereo not given)
 : i	i	i	-1	i	i	1	i	i	2	i
